Compound activity: PubChem BioAssay, The Scripps Research Institute Molecular Screening Center
PAFAH2 FP inh: PAFAH2 (human) inhibition. Q99487. recombinant PAFAH2, FP-rhodamine activity probe, fluorescence polarization. inhibition, % at 3.39 µM. 0.99% of 340,000 active. AID 492956;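 active means inhibition above the mean over all tested compounds plus 3 SD, cut at about 30% in these data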;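 further: inhibitors block probe labeling of enzyme so polarization drops; 0% = enzyme with DMSO and 100% = wells lacking PAFAH2 protein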
GSTO1 counter: blocks human GSTO1 in RBBP9 counter-screen | 1.1% of 300,000 active | recombinant GSTO1, activity-based probe fluorescence polarization | inhibition, % at 5.96 µM | P78417;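 active means inhibition above the campaign mean inhibition plus 3 SD, cut at about 35% in these data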;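 further: 0% = GSTO1-1 with DMSO and 100% = wells lacking GSTO1-1 enzyme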
Target sequence (P78417 whole entry, looked up): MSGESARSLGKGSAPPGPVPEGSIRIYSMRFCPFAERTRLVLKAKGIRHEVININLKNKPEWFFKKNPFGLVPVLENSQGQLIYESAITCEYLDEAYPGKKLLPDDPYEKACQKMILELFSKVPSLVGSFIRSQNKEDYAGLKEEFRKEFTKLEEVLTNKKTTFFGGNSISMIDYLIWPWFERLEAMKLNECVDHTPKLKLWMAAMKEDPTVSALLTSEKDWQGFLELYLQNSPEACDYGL
pPAFAH FP inh: inhibitors of human plasma PAF acetylhydrolase (pPAFAH) | Q13093 | recombinant pPAFAH, FP-rhodamine probe fluorescence polarization | inhibition, % at 3.39 µM | 1.5% of 330,000 active;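 active means inhibition above the mean inhibition across the screen plus 3 SD, cut at about 25% in these data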;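 further: inhibitors block binding of the rhodamine activity-based probe so polarization drops; 0% = enzyme with DMSO and 100% = wells lacking pPAFAH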
LYPLA1 counter: blocks human lysophospholipase 1, a PME1 counter-screen. recombinant LYPLA1, FP-Rh probe fluorescence polarization. inhibition, % at 5.9 µM. 0.16% of 320,000 active;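 active means inhibition above the mean of all tested compounds plus 3 SD, set per campaign, cut at about 14% in these data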;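 further: inhibitors block serine hydrolase probe labeling of LYPLA1 so polarization falls; 0% = enzyme with DMSO and 100% = wells lacking LYPLA1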
PREPL inh: human PREPL enzyme inhibition; Q4J6C6; recombinant PREPL, fluorescence polarization activity-based probe; inhibition, % at 5.96 µM; 0.68% of 320,000 active; AID 2751; in the data active means inhibition above about 43%;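 further: 0% = enzyme with DMSO and 100% = wells lacking enzyme; many of its hits are not listed in these tables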
LYPLA2 inh: counter-screen for PME1 inhibitors: inhibitors of human LYPLA2 | O95372 | recombinant LYPLA2, FP-Rh probe fluorescence polarization | inhibition, % at 5.9 µM | 0.38% of 320,000 active | AID 2177;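 active means inhibition above the screen-wide mean plus 3 SD, limit set per campaign, cut at about 26% in these data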;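 further: 0% = LYPLA2 with DMSO and 100% = wells lacking LYPLA2 enzyme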
Target sequence (O95372 whole entry, looked up): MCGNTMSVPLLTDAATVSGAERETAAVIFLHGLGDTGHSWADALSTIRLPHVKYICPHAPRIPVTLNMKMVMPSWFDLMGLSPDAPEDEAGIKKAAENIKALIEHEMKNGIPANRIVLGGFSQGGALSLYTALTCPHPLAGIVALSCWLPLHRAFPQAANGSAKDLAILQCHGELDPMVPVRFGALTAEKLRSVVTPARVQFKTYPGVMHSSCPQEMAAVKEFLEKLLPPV
PAFAH1B2 FP inh: inhibitors of human PAFAH1B2 | recombinant PAFAH1B2, FP-rhodamine activity probe, fluorescence polarization | inhibition, % at 3.39 µM | 1.2% of 340,000 active | AID 492953;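 active means inhibition above the mean of all tested compounds plus 3 SD, cut at about 24% in these data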;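 further: 0% = enzyme with DMSO and 100% = wells lacking PAFAH1B2; many of its hits are not listed in these tables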
Target sequence (P68402 whole entry, looked up): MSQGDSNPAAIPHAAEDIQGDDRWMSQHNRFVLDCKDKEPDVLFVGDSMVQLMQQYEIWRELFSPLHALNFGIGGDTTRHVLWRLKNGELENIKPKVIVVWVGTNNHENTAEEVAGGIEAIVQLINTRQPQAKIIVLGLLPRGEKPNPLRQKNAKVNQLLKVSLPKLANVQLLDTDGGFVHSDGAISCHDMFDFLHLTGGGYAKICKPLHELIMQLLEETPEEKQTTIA
PAFAH1B3 inh: PAFAH1B3 (human) inhibition. recombinant PAFAH1B3, FP-rhodamine probe, fluorescence polarization. inhibition, % at 3.39 µM. 0.28% of 340,000 active;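 active means inhibition above the screen-wide average of all tested compounds plus 3 SD, cut at about 25% in these data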;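 further: 0% = enzyme with DMSO only and 100% = wells lacking PAFAH1B3 protein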
Target sequence (Q15102 whole entry, looked up): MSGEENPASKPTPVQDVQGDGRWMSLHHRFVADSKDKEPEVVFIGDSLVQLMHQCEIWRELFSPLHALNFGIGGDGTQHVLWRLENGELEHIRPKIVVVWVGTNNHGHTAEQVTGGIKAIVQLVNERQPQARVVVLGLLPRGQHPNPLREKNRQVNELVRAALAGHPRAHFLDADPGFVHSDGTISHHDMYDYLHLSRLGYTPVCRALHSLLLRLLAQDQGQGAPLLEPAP
PAD4 inh: PAD4 (human) enzyme inhibition. 0.41% of 330,000 active. recombinant PAD4, RCA probe fluorescence polarization. Q9UM07. inhibition, % at 6.36 µM;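 active means percent inhibition above a cutoff equal to the mean of all tested compounds plus 3 SD, cut at about 15% in these data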;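 further: 0% = PAD4 with RCA probe and DMSO and 100% = probe without PAD4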
* = called active by the depositor; x = not tested or not shown.

SMILES	PAFAH2 FP inh	GSTO1 counter	pPAFAH FP inh	LYPLA1 counter	PREPL inh	LYPLA2 inh	PAFAH1B2 FP inh	PAFAH1B3 inh	PAD4 inh
C=CCn1c(-c2cc3cccc(OC)c3o2)n[nH]c1=S	0.2	8.9	4.1	-3.0	5.5	4.1	0.9	4.1	3.1
Cc1ccc(-c2csc(N3CCN(S(=O)(=O)c4ccc5c(c4)NC(=O)CO5)CC3)n2)cc1	-4.1	2.2	1.8	-0.5	4.6	3.6	-0.1	-1.1	-2.3
Cc1ccccc1C(=O)N1CCN(C(c2ccccc2)c2ccccc2)CC1	11.4	-4.2	13.2	2.3	3.9	0.6	7.5	5.6	-1.7
COc1ccccc1C(=O)NNC(=O)CCN1C(=O)/C(=C\c2ccccc2)SC1=S	2.3	11.4	6.2	3.5	-8.5	8.0	5.5	7.8	-0.5
O=C(COc1ccc(S(=O)(=O)N2CCCC2)cc1Cl)NCc1ccco1	-3.4	3.2	1.7	-0.6	0.6	-1.1	9.1	10.3	0.7
COc1ccc2c(c1)CCCC2NS(=O)(=O)OCC(Cl)(Cl)Cl (centres undefined)	8.0	9.3	17.3	-3.5	6.3	-0.8	2.0	8.3	0.9
Cc1ccc(NC(=O)NCc2ccc3c(c2)OCO3)c(C)c1	-4.9	5.5	-0.9	-5.9	-5.5	-1.6	-0.1	-0.5	5.1
COc1ccc(CCNC(=O)C(=O)NCCOc2ccccc2Cl)cc1OC	1.0	4.9	-4.0	-3.4	3.2	-7.0	3.0	5.4	-1.1
COc1ccccc1-c1sc2cc3c(cc2c1-c1ccc(OCCN2CCCCC2)cc1)OCO3	-6.1	x	2.5	x	30.8	x	2.4	-0.9	-2.5
COc1cccc(-c2csc(N3CCN(CC(=O)Nc4ccc5c(c4)OCO5)CC3)n2)c1	-3.6	6.6	12.6	-6.5	54.6*	5.2	-2.5	-7.0	2.0
CCOC(=O)c1c(C)n(C)c2ccc(O)c(CN3CCC(C)CC3)c12	0.3	0.3	-0.7	-2.3	14.3	-1.8	3.3	-6.9	3.2
COc1ccc(-c2ccc3c(c2)S(=O)(=O)c2cccc(C(=O)N4CCN(C5CCCCC5)CC4)c2C3=O)cc1OC	2.4	x	11.4	x	30.6	x	0.2	4.3	-9.4
CCN(CC)C(=O)CSc1nc(N)c(C#N)c(-c2cccs2)c1C#N	4.3	-42.0	5.3	-1.3	-6.2	2.1	4.7	13.1	-2.3
CCN(CC)S(=O)(=O)c1ccc2c(c1)nc(SCC(=O)N1CCOCC1)n2-c1ccccc1OC	-0.8	-1.6	2.5	-0.7	-1.3	-8.3	-2.7	4.7	-6.1
CCN(CC)c1ccc(NC(=O)c2ccccc2OCC(=O)OC)cc1	11.7	5.0	10.4	3.4	11.7	1.3	6.3	10.9	-3.9
O=C(CSc1ccc(Cl)cc1)NC(=O)c1ccccc1	2.7	x	0.0	0.2	-11.0	4.3	21.4	9.4	5.1
CCOC(=O)C1CCN(C(=O)c2cc3cc(Cl)ccc3[nH]2)CC1	6.8	4.5	5.8	3.0	17.1	6.4	2.6	3.5	2.6
CCOCCCN1CC(C(=O)NCCc2ccccc2)CC1=O (centres undefined)	4.2	2.9	3.9	2.0	11.2	0.5	0.4	-0.3	2.1
CCN(C[C@H]1N[C@@](CC)(C(=O)OC)[C@H]2C(=O)N(C)C(=O)[C@@H]12)S(=O)(=O)c1ccc(C(C)(C)C)cc1	-1.4	x	-1.7	x	6.4	x	6.2	3.6	-0.8
N#Cc1cc2ccccc2nc1SCc1ccccn1	-3.8	-2.0	8.2	-3.4	9.6	-0.9	5.7	1.8	-0.8
O=C(NCN1CCc2ccccc2C1)c1cnccn1	-2.5	7.1	-3.2	-2.0	17.1	4.5	-1.1	-3.9	1.5
O=C(NCCOc1cccc2cccnc12)c1cccs1	0.0	7.5	1.6	4.9	12.6	4.2	1.5	9.1	-4.8
O=C1CCN(C(=O)Nc2ccccc2)N1	-1.7	7.1	-2.4	-2.0	5.2	4.1	7.3	4.4	-10.6
O=C(c1cccc(C(F)(F)F)c1)N1CCOC12CCN(c1ncc(C(F)(F)F)cc1Cl)CC2	2.0	-9.7	1.6	-1.3	6.2	11.7	-1.9	2.8	-6.6
CCN1C(=O)NC(c2ccc(Cl)cc2)C2=C1CCCC2=O (centres undefined)	-1.7	-4.6	-1.0	-0.3	-5.9	1.7	4.5	3.8	-3.9
CCc1ccc(NC(=O)C2C3CCC(O3)C2C(=O)O)cc1 (centres undefined)	-3.0	-1.4	-4.4	-4.0	7.8	-1.5	2.2	8.2	-6.5
c1ccc(OCCOCCN2CCOCC2)cc1	1.6	6.8	-6.4	5.8	-2.7	10.8	-2.0	6.2	0.3
O=C(NCc1ccc(F)cc1)C1CCCN(S(=O)(=O)c2ccc(Br)s2)C1 (centres undefined)	3.5	18.9	6.5	0.6	3.7	-3.1	12.1	7.5	1.9
CS(=O)(=O)c1ccc(S(=O)(=O)N2CCC(CO)(CCCc3ccccc3)CC2)cc1	8.0	2.7	1.1	7.6	10.5	7.6	3.4	0.8	-3.0
COc1ccc(CC(O)CC2c3c(cc4c(c3OC)OCO4)CCN2C)cc1 (centres undefined)	-2.2	-3.7	4.1	0.1	8.1	4.7	1.5	-0.4	3.2
O=[N+]([O-])c1ccccc1S(=O)(=O)Nc1ccc(-c2ccc(N3CCOCC3)nn2)cc1	0.2	2.0	4.9	5.3	8.8	4.5	2.8	2.2	-4.0
Fc1ccccc1N1CCN(c2ncnc3[nH]ncc23)CC1	8.6	4.4	4.1	-4.0	4.7	0.3	-0.2	10.8	2.0
Cc1ccc(S(=O)(=O)Cn2nnnc2C(C(C)C)N2CCN(C(=O)c3ccco3)CC2)cc1 (centres undefined)	-2.3	8.5	-0.7	-2.3	-24.4	-8.1	2.9	4.2	-3.7
O=C(N/N=C/c1ccc(Br)s1)Nc1ccccc1	6.3	-5.2	-0.5	-4.4	17.6	0.9	5.2	11.0	0.8
CCOc1ccc(S(=O)(=O)N(CC)CC)cc1NC(=O)c1ccc(N2CCCC2=O)cc1	2.7	-6.6	-0.1	-5.5	4.7	9.6	4.0	-0.9	5.4
CCOc1cccc2sc(N(CCN(CC)CC)C(=O)c3ccc(S(=O)(=O)N4CCCC4)cc3)nc12	-2.1	-16.3	2.4	-1.8	10.4	2.6	2.1	-3.9	-5.2
CCc1cc(C(=O)O)c(NC(=O)c2cc(OC)c(OC)c(OC)c2)s1	1.0	-32.7	5.8	1.9	-3.1	5.2	6.1	8.5	-2.1
CC(=O)C(=[N+]=[N-])C(=O)NCc1ccccc1	-8.0	-3.7	4.0	3.8	10.6	1.8	7.9	7.2	-6.9
COc1cc(C(=O)ON=C2C3CC4CC(C3)CC2C4)cc(OC)c1OC	8.9	-3.4	2.7	-2.5	-0.7	-3.4	9.0	7.5	5.0
CCN(CC)CCC#CC(O)(c1ccccc1)c1ccccc1	1.7	6.9	2.4	-4.3	5.3	-0.2	-4.5	-7.1	-3.4
Cc1ccc(/C=N/n2c(C3CCCCC3)n[nH]c2=S)s1	-4.3	-2.6	-1.4	1.8	3.6	5.4	1.5	10.9	-0.3
COc1ccc(-c2csc(N(CCCN(C)C)C(=O)c3ccc(F)cc3)n2)cc1	-4.1	-1.9	7.0	0.3	-52.1	0.5	4.3	2.2	-0.1
CCOC(=O)C1=C(COC(=O)/C=C/c2cccc(Cl)c2)NC(=O)NC1C (centres undefined)	3.2	7.6	6.8	-0.5	13.8	6.2	-2.6	0.2	-2.5
O=C(CCSc1nc2ccccc2o1)Nc1ccccc1	-1.9	-5.2	2.6	0.1	25.8	-4.1	0.5	11.7	2.7
O=C(Cn1c(=O)cnc2ccccc21)N1CCN(S(=O)(=O)c2cccc([N+](=O)[O-])c2)CC1	0.4	0.9	-3.7	2.1	9.8	2.0	-1.7	-0.2	-4.1
CN(C)/C(CN1CCOCC1)=C1\N=C(c2ccccc2)OC1=O	-6.1	10.1	-2.3	6.4	12.8	0.0	6.5	0.4	2.6
O=C(NCc1ccc2c(c1)OCO2)C1CCN(C(=O)Nc2ccc(Cl)cc2)CC1	1.9	0.9	2.3	4.6	8.8	5.8	4.7	4.4	-1.4
Cc1cccc(NC(=S)N/N=C/c2cccc([N+](=O)[O-])c2)c1	8.8	3.5	8.2	-5.0	17.6	-1.7	4.7	-0.1	-0.4
CCCC(C(=O)NCc1ccccc1)N(C(=O)Cn1nnc(-c2cccs2)n1)c1ccc2c(c1)OCCO2 (centres undefined)	5.2	-2.1	0.3	-2.0	-0.3	-3.6	2.5	-5.5	-3.0
O=C(Nc1ccccc1C(=O)NCC1CCCO1)c1ccccc1F (centres undefined)	1.3	2.3	-5.0	2.5	12.5	7.0	1.7	13.8	-2.6
COc1cc(C(=S)N2CCOCC2)ccc1OC(=O)c1cc(OC)c(OC)c(OC)c1	-3.4	-0.1	-2.7	-2.5	11.8	-7.5	4.3	9.7	1.7
O=C(O)CCc1ccc(-c2ccc(Br)cc2)n1-c1cccc(O)c1	-2.6	35.4*	17.0	0.4	0.3	8.1	12.9	-1.9	1.8
COc1cc(S(=O)(=O)Nc2ccccc2C(=O)N2CCCCC2)ccc1NC(C)=O	4.8	x	1.7	2.8	3.0	-4.3	6.6	7.4	0.6
Cc1ccccc1C(=O)NC(=S)NC1CC1	-1.2	6.3	5.4	-2.2	-3.9	-3.9	6.7	7.8	-0.8
Cc1ccc(C2(c3noc(CN(C)CCO)n3)CCCC2)cc1	2.5	4.1	4.6	1.5	2.7	6.5	20.8	3.9	1.8
Cc1c(Cc2c(C)n(C)n(-c3ccccc3)c2=O)c(=O)n(-c2ccccc2)n1C	0.4	2.7	2.9	2.7	10.2	5.5	2.4	0.5	1.5
O=C(c1ccc(CS(=O)(=O)c2ccccc2)o1)N1CCN(c2ncccn2)CC1	-0.6	0.6	0.9	-0.7	-1.9	2.6	-3.9	5.2	4.7
CCC(C)(CC(=O)O)CC(=O)Nc1cc(C(F)(F)F)cc(C(F)(F)F)c1 (centres undefined)	-2.9	-2.5	1.4	3.8	10.6	10.1	8.2	11.6	-0.3
Cc1ccccc1/[N+]([O-])=C/c1cccs1	-0.8	2.3	2.5	0.3	8.6	4.1	4.5	4.3	7.0
CN(CC(=O)Nc1ccc2c(c1)OCCO2)S(=O)(=O)c1ccc(Br)s1	8.6	-1.7	5.9	0.9	10.6	2.1	1.9	-4.1	-6.6

Next section:
SMILES	PAFAH2 FP inh	GSTO1 counter	pPAFAH FP inh	LYPLA1 counter	PREPL inh	LYPLA2 inh	PAFAH1B2 FP inh	PAFAH1B3 inh	PAD4 inh
O=C(NC(=S)Nc1ccc2oc(=O)ccc2c1)c1ccccc1F	x	7.8	5.4	-1.7	16.9	4.4	x	x	-1.7
CCOC(=O)c1c(C)[nH]c(C(=O)OCC(=O)Nc2ccc(OC)c(Cl)c2)c1C	-14.8	-0.9	-6.6	-7.1	-5.4	-0.5	-4.8	-15.3	-7.7
C=C(C)C1Cc2nc(N)nc(C)c2C1 (centres undefined)	-4.8	2.5	2.5	-1.4	9.1	2.6	7.8	-3.6	2.4
CCOC(=O)N1C=CC(C)=C[C@@H]2[C@@H](N3C(=O)c4ccccc4C3=O)C(=O)N21	7.5	1.2	2.5	5.2	4.8	13.6	-0.2	5.7	-0.4

These rows are one share of the data, so the mix of outcomes need not match the whole.
